# Bioassay records deposited in PubChem by Broad Institute.
# FN deposit inh: fibronectin deposition inhibition | AID 743247 | AH1F fibroblasts, Alexa488-fibronectin deposition fluorescence, overnight | inhibition, % at 12.6 µM | hit rate 0.086% among 350,000;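 active means mean inhibition across replicates of 30% or more, regardless of how many single replicates reach that level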;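 further: positive control wells lacked labelled fibronectin entirely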
#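 Assay system: AH1F fibroblast monolayer, labelled fibronectin deposition. Amount: 10000 cells per well. Also added: labelled fibronectin 24 nM. Compound: single-point pinned compound. Incubation: cell attachment 1 h, compound and FN exposure overnight. Detection: fluorescence after three HBSS washes, excitation 485 nm, emission 525 nm. Read-out: inhibition of fibronectin deposition signal.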
# EWS-Fli inh: EWS/Fli transcriptional activity inhibition; A673 NR0B1-luciferase reporter, viability-normalised; inhibition, % at 12.6 µM; hit rate 0.67% among 350,000; AID 651661;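 active means mean inhibition of at least 50% after viability correction, with every replicate also passing that limit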;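 further: firefly luciferase signal divided by Alamar Blue viability fluorescence both relative to DMSO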
# Cneo AK release: Cryptococcus neoformans lysis via adenylate kinase release | C. neoformans lysis, adenylate kinase release luminescence, 4 h; normalised: neutral wells 0, clomiphene wells 100 | lysis activity, % at 15 µM | hit rate 0.2% among 360,000;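 active means mean lysis activity across replicates of at least 80%, whatever share of replicates individually reach that level; inactive means mean lysis activity below 80%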
#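 Material: C. neoformans cells; Schedule: 4 h static compound exposure, 37 °C, read 1 h post-reagent; Measured by: adenylate kinase release luminescence; Read-out: signal increase indicating cell lysis; Controls: Clomiphene as positive lysis control.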
# PAX8 reporter: inhibitors of PAX8 transcriptional activity in RMG-I cells; RMG-I TPO-luciferase reporter, SteadyGlo, 24 h; hit rate 1.2% among 360,000; inhibition, % at 12.6 µM;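 active means mean replicate inhibition at least 60% with every replicate also reaching 60%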;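 further: luciferase light reporting Pax8 driven TPO promoter activity; plate controls were median of neutral control wells for no effect and mitoxantrone controls for full effect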
# miR122 inh: blocks miR-122 activity in Huh7 sensor cells; Huh7 miR-122 Renilla luciferase sensor, 48 h; neutral wells = 0, positive control = 100; activation (reporter increase), % at 12.5 µM; hit rate 0.3% among 340,000;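 active means mean replicate activation score at least 90 and every replicate individually at or above 90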;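 further: higher luciferase means less miR-122 activity so hits act as miR-122 inhibitors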
# Casp6 inh: inhibitors of human caspase-6. hit rate 0.53% among 350,000. AID 686996. inhibition, % at 12.5 µM. P55212. purified caspase-6, Z-VEID-R110 cleavage fluorescence;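 active means mean inhibition across replicates at least about 35%, with every replicate also reaching that limit, limit read from the data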;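 further: 0% = median of neutral control wells and 100% = no fluorescence left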
# Target sequence (P55212 24-179 limits assumed): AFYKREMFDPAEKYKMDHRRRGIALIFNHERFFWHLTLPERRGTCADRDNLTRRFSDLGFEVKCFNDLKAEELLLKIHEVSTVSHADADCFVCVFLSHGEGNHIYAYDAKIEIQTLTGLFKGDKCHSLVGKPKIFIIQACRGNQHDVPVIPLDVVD
# Target sequence (P55212 194-293 limits assumed): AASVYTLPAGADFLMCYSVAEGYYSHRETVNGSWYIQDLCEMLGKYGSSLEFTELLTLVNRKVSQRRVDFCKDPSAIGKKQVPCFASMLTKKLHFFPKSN
# PGC1a acetyl inh: PGC1a acetylation modulation, inhibitor mode. U2OS PGC1a acetylation, AlphaScreen anti-acetyl-lysine; with virally co-expressed GCN5 acetyltransferase. inhibition, % at 15.6 µM. hit rate 0.17% among 350,000;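 active means every replicate shows inhibition of at least 40%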;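 further: 0% = neutral control wells and 100% = positive control wells; some results beyond the cut were filed as inactive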
# LGR2 inh: inhibitors of bursicon-induced Drosophila LGR2 receptor cAMP signaling. HEK293 LGR2, CRE-luciferase, bursicon-stimulated, 4 h. inhibition, % at 9.99 µM. hit rate 0.35% among 380,000. AID 720647;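 active means drop in luminescence signal, shown as inhibition above about 50% in the replicate tests, limit read from the data, passing the limit was not always enough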;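 further: agonist challenge used bursicon conditioned medium at about half maximal strength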
# Numbers without * were called inactive; nt = not tested or not shown; & = joins results of further samples; [ ] = dose if it differs, or a comment.
SMILES,FN deposit inh,EWS-Fli inh,Cneo AK release,PAX8 reporter,miR122 inh,Casp6 inh,PGC1a acetyl inh,LGR2 inh
CCOC(=O)N1CCN(C(=O)c2ccccc2N(Cc2ccccc2)S(=O)(=O)c2ccc(OC)cc2)CC1,nt,46.8,nt,18.2,nt,2.9,2.2,7.6
O=C(CCN1CCCCC1)N[C@@H]1C=C[C@H](CC(=O)N2CCC(Cc3ccccc3)CC2)O[C@H]1CO,-0.6,-3.6,2.6,0.7,-6.7[16.7 µM],0.9,8.1,-3.0
CCCC(=O)Nc1ccc2c(c1)OC[C@H](C)N(Cc1cccc(F)c1)C[C@H](C)[C@H](OC)CN(C)C2=O,-5.2,0.0,-5.4,9.2,nt,-2.0,3.0,-3.9
O=C(NCc1cccs1)c1cc(-c2ccccc2)nn1CC1CC(c2cccc([N+](=O)[O-])c2)=NO1 (configuration not stated),-2.6,8.6,0.7,3.1,12.5,nt,-28.1,6.2
CC1(C)CC(=O)C=C(c2ccc3ccccc3c2)C1,1.6,-27.2,-0.5,-41.4,-1.1,nt,-18.4,-8.4
O=C(N[C@H]1CC[C@@H](CCn2cc(C3(O)CCCC3)nn2)O[C@H]1CO)C1CCC1,nt,-9.1,-2.9,4.6,nt,2.7,-2.1,-8.0
CCCCCOc1ccc(N2C(=O)C(C)CNC2=S)cc1 (configuration not stated),-1.0,6.4,nt,27.8,nt,-1.5,nt,-12.4
O=C(O)C(CCCCNS(=O)(=O)c1ccc(F)cc1)NS(=O)(=O)c1ccc(F)cc1 (configuration not stated),3.7&-0.8,8.1&-6.2,2.4&-0.7,4.7&2.4,2.9&-0.6,0.1&8.8,9.4,-2.8&-9.7
O=C(Nc1c2c(nn1-c1ccccc1)CS(=O)(=O)C2)c1ccc(Br)o1,-4.9,-3.3,0.1,7.4,1.1,3.4,-17.9,7.7
Cc1ccc(S(=O)(=O)N(C)C[C@@H]2Oc3ccc(NC(=O)CCC(F)(F)F)cc3CC(=O)N([C@@H](C)CO)C[C@@H]2C)cc1,4.7,66.1*,6.5&0.3,12.4,37.9[16.7 µM],0.5&12.9,3.6,-13.8&13.1
C[C@H](CO)N1C[C@H](C)[C@H](CN(C)Cc2ccc(C(F)(F)F)cc2)Oc2ccc(NC(=O)Cc3cn(C)c4ccccc34)cc2CC1=O,4.0,8.6,0.6,25.8,6.8[16.7 µM],-3.2,-4.9,13.6
Nc1cccc(-n2nncc2-c2ccccc2)c1,-2.3,nt,-0.2,-1.9,-11.2,nt,-4.8,nt
Cc1cccc(N2CC(C(=O)OCC(=O)c3c(N)n(CC(C)C)c(=O)n(C)c3=O)CC2=O)c1C (configuration not stated),-0.8,4.1,-0.8,1.8,-6.7,-1.2,8.8,18.2
COc1ccccc1-c1ccc2c(c1)O[C@@H](CN(C)C)[C@H](C)CN([C@H](C)CO)S2(=O)=O,-10.5,3.2,-5.1,nt,5.5[16.7 µM],1.8,-4.3,23.8
Cc1ccc([N+](=O)[O-])cc1N(CC(=O)N1CCCCC1)S(C)(=O)=O,-3.0,7.9,nt,4.8,nt,-2.4,nt,7.2
COc1cccc(NC(=O)CN(C)CC(=O)c2c(C)[nH]c3ccccc23)c1,4.5,4.6,-0.1,7.9,-5.4,-0.7,-2.7,-4.1
CC1(C(=O)NS(=O)(=O)c2ccccc2OC(F)(F)F)CCN1C(=O)Cc1ccccc1 (configuration not stated),0.5,-9.1,-1.8,3.6,-1.1,1.6,-9.8,3.1
CCOc1cc(/C=N/NC(=O)CN2CCOCC2)ccc1OCc1ccc(Cl)cc1,12.5,nt,-0.1,nt,-8.2,nt,5.1,nt
CCn1cc(C2=NC(C)CO2)c2ccccc21 (configuration not stated),nt,7.3,8.3,nt,0.2,-2.9,10.0,-4.4
COc1cccc2ccc(CC(O)(c3ccccc3)c3ccccc3)nc12,1.5,0.5,-2.1,16.9,6.9,2.8,1.8,-1.9
Cc1ccc(N2CC(C(=O)Nc3cccc(C(=O)NC4CC4)c3)CC2=O)cc1 (configuration not stated),nt,4.8,1.5,-5.9,-0.3,3.1,-3.5,7.0
COCCn1c(SCC(=O)OC(C)C)nnc1-c1ccccc1,7.3,nt,0.7,nt,0.4,3.2,2.3,-29.6
COC(=O)C1=C(C)N=c2s/c(=C/c3cccs3)c(=O)n2C1c1ccc(F)cc1 (configuration not stated),-9.1,nt,-1.8,4.0,4.1,nt,nt,nt
C/C=C/c1cnc2c(c1)C(=O)N([C@H](C)CO)C[C@@H](C)[C@@H](CN(C)S(=O)(=O)c1ccccc1)O2,-5.1,-8.8,-3.7,nt,-5.5[16.7 µM],5.6,-4.8,7.6
CCC(=O)N1[C@H](CO)[C@@H](c2ccccc2)[C@H]1CN(C)C(=O)CN1CCOCC1,1.0,-17.8,2.4,-5.8,-16.7[16.7 µM],nt,-2.0,4.3
COc1ccccc1C(=O)Nc1nc(-c2ccc3c(c2)OCCO3)cs1,-10.3,2.2,-1.0,-15.1,-10.9,-0.6,4.8,1.4
COc1ccc(S(=O)(=O)Nc2ccc3c(c2)C(=O)N([C@@H](C)CO)C[C@H](C)[C@H](CN(C)CC2CC2)O3)cc1,1.5&-3.0,2.6&-13.3,10.8&1.0,-9.5,-4.1[16.7 µM],0.3&-10.1,5.0&-7.4,-14.7&0.0
O=C(Nc1ccc(N2CCN(C(=O)c3cccs3)CC2)cc1)c1cccnc1Cl,2.3,-3.3,nt,2.1,nt,1.6,nt,16.9
CCOc1ccccc1N1CCN(C(=O)c2c(-c3ccccc3Cl)noc2C)CC1,3.8,nt,nt,-4.9,46.1,nt,nt,9.1
OCC1(CCc2ccccc2)CCN(C/C=C/c2ccccc2)CC1,-0.9,4.9,12.5,-4.7,nt,0.7,nt,2.1
O=C(C[C@@H]1C[C@@H]2c3cc(NC(=O)c4cccnc4)ccc3O[C@@H]2[C@H](CO)O1)NCc1ccncc1,7.3,-5.7,54.6,nt,2.4[16.7 µM],1.7,-4.8,2.9
CN(Cc1ccc(C(C)(C)C)cc1)C(=O)c1ccc2c(=O)n3c(nc2c1)CCC3,-3.9,3.5,nt,-6.7,3.6,-2.3,-2.6,-9.0
COc1ccc(S(=O)(=O)Nc2cccc3c2O[C@@H](CN(C)Cc2ccc(C(F)(F)F)cc2)[C@@H](C)CN([C@@H](C)CO)C3=O)cc1,-2.0,-11.0,2.8,nt,28.4[16.7 µM],2.1,-5.3,5.2
CCc1nnc(NC(=O)CN2CCN(Cc3cccc(OC)c3)CC2)s1,1.5,9.2,1.0,12.4,-3.3,-3.5,7.0,4.4
COc1ccc(S(=O)(=O)N2CCC(C(=O)Nc3ccc4c(c3)OCCO4)CC2)cc1OC,nt,nt,-0.6,-14.7,0.5,nt,-10.2,nt
Fc1cccc2sc(Nc3nc4ccccc4s3)nc12,-4.4,nt,-0.2,-16.1,5.0,nt,-6.1,-85.3
COc1ccc(Cl)cc1C(=O)Nc1ccc(S(N)(=O)=O)cc1,0.3,-12.8,-0.9,-7.3,-3.0,-5.3,17.5,0.8
C[C@H]1CN([C@@H](C)CO)C(=O)c2ccccc2-c2ccccc2CO[C@H]1CN(C)C(=O)[C@@H]1CCCN1C,0.6,-0.3,41.6,-17.5,nt,-0.6,1.7,-3.1
O=C(COc1ccc(S(=O)(=O)N2CCOCC2)cc1)Nc1ccccc1Cl,-6.6,0.8,-0.7,-2.4,0.2,-2.7,8.6,-1.6
C[C@@H]1CCCCO[C@H](CN(C)Cc2ccncc2)[C@H](C)CN([C@H](C)CO)C(=O)c2cc(NC(=O)Nc3ccc4c(c3)OCO4)ccc2O1,nt,-1.1,-3.6,-3.0,8.9[16.7 µM],-3.9,6.6,12.5
Cc1ccc(C2NCCS2)cc1 (configuration not stated),12.3,-4.3,-1.5,0.2,4.8,4.8,-5.8,10.8
CC(C)CC#Cc1ccc2c(c1)O[C@H](CN(C)C(=O)c1cccc(F)c1)[C@@H](C)CN([C@H](C)CO)S2(=O)=O,-2.8,13.6,-2.9,nt,30.3[16.7 µM],5.1,1.2,9.1
O=C(CNC(c1ccccc1)c1ccccc1)Nc1ccccc1F,-5.8,5.6,-8.2,15.3,1.5,-2.9,10.8,15.5
CCOc1ccc2nc(NCCCO)[nH]c2c1,nt,7.3,-4.1,nt,-1.6,1.6,-6.8,-3.6
Cc1nc2ccsc2c(=O)n1-c1cccc(Cl)c1,4.0,-5.3,nt,-2.2,nt,1.6,nt,-24.9
COCCN(Cc1ccccc1)C(=O)C1CCN(S(=O)(=O)c2ccc3c(c2)OCCO3)CC1,2.6,14.1,2.0,-11.8,3.4,-177.8,4.6,-0.3
COc1ccc(S(=O)(=O)N(C)C[C@@H]2Oc3c(NC(=O)c4nc5ccccc5s4)cccc3C(=O)N([C@H](C)CO)C[C@H]2C)cc1,-0.1,15.7,4.3,nt,3.0[16.7 µM],0.3,6.0,16.9
CC(=O)c1ccc(NC(=S)NC(=O)CC(C)C)cc1,4.3,-79.5,nt,-121.4,nt,-1.5,nt,-18.0
COC(=O)C1=C(C)N(C)C(=NCc2ccc3c(c2)OCO3)NC1c1ccc(F)cc1 (configuration not stated),3.4,-18.4,nt,-8.8,nt,-7.2,nt,-4.1
CCOC(=O)N/N=C/c1ccc(OCCSc2ccc(Cl)cc2)c(OCC)c1,-0.3,nt,-0.4,-5.0,-0.6,nt,6.3,8.8
COc1ccccc1C(=O)N/C(=C/c1ccc(Br)cc1)C(=O)NCCO,-9.9,nt,-1.8,nt,22.7,nt,6.1,nt
COC(=O)C(NC(=O)c1c(C)nn(C)c1Cl)c1ccccc1 (configuration not stated),-21.2,-0.9,2.8,-6.4,0.8,0.5,-2.3,-2.6
CC(OC(=O)C1=COCCO1)C(=O)NC1CCCC(C)C1C (configuration not stated),-7.1,-5.4,0.0,-2.1,2.3,5.0,4.3,3.0
COc1ccc(NC(=O)c2ccc(NC(=O)COC(=O)c3cnc(C)cn3)cc2)cc1,1.2,-33.9,-1.9,-16.0,-1.7,-3.8,1.3,-1.3
CC(C)NC(=O)Nc1ccc2c(c1)C(=O)N([C@@H](C)CO)C[C@@H](C)[C@@H](CN(C)C(=O)Nc1ccccc1)OCCCC[C@@H](C)O2,-0.6,nt,1.4,-3.1,0.8[16.7 µM],nt,8.5,-19.6
O=C(Nc1ccc(Cl)cc1C(=O)Nc1ccccn1)c1ccco1,0.4,nt,-1.2,4.0,-2.5,nt,-6.6,nt
COc1ccccc1C#Cc1ccc2c(c1)[C@H]1[C@H](CCN1C(=O)c1ccncc1)[C@H](CO)N2,nt,-0.4,-0.1,1.3,-8.0[16.7 µM],nt,0.8,nt
Cc1c(C(=O)OCC(=O)N(CCC#N)c2ccccc2)oc2c1ccc1ccccc12,-1.8,nt,-1.3,16.7,-1.6,nt,6.8,nt
Nc1nnn(CC(=O)N/N=C/c2cccc(Cl)c2)n1,4.7,-8.5,4.9,-18.3,nt,-3.7,5.2,-5.8

# Compounds as they come; 2.5% or so of the library scored in one or more.
